Assay outcomes (PubChem BioAssay)
Rpn11 inh – Rpn11 (human) deubiquitinase inhibition; O00487; human 26S proteasome, Ub4-pepOG fluorescence polarization; 20S core pre-blocked with epoxomicin; calls only at 20 µM; actives 0.59% (n = 360,000);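 active = inhibition at 20 µM, scaled to each plate's controls, above about 33%, limit read from the data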
Neddylation inh – blocks human cullin neddylation; calls only at 25 µM; P61081+Q13564; TR-FRET cullin neddylation, biochemical; actives 0.58% (n = 360,000); AID 651699; in the data active = inhibition above about 36%
Target sequence (P61081 whole entry, looked up): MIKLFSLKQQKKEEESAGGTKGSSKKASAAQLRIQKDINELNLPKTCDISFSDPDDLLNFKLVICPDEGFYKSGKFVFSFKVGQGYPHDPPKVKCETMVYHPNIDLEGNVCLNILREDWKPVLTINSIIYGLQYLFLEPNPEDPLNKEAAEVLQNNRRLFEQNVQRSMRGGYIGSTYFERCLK
Target sequence (Q13564 whole entry, looked up): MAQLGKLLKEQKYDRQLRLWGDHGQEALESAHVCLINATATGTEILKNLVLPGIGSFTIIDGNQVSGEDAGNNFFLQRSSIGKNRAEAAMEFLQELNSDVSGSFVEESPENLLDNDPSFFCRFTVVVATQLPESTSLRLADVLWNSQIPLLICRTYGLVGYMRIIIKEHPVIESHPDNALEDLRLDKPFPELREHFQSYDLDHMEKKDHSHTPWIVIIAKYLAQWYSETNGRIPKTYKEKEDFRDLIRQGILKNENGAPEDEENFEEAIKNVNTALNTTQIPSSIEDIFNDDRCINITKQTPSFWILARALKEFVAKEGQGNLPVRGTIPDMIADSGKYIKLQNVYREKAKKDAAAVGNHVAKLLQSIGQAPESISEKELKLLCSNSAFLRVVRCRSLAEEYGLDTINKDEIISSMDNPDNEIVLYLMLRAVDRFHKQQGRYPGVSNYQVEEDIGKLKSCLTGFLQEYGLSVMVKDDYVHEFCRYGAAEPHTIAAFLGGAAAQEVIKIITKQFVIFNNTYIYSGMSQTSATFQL
Rin1 Abl inh – human Rin1-Abl interaction inhibition; TR-FRET Rin1/Abl binding, biochemical; inhibition, % at 7.35 µM; actives 0.4% (n = 360,000); in the data active = inhibition above about 5%, passing the limit was not always enough
NadD block – blocks S. aureus nicotinate mononucleotide adenylyltransferase. actives 0.78% (n = 360,000). inhibition, % at 20 µM. purified NadD enzyme, colorimetric absorbance read-out; in the data active = inhibition above about 26%; also: some compounds past the cut are filed as inactive
MT1-MMP act inh – inhibitors of human MT1-MMP activation | P50281 | HT1080 RFP-PRO-GFP cells, GFP/RFP ratio fluorescence, overnight; percent of plate control window, DMSO zero | GFP/RFP ratio change, % at 20 µM | actives 0.061% (n = 360,000) | AID 651647;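 active = GFP/RFP ratio change of at least 30% with cell ATP level not reduced by more than half and red fluorescence within 50% of control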; also: strong numbers were not always called active
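Read-out: GFP/RFP fluorescence ratio; Test system: RFP-PRO-GFP reporter HT1080 cells; Compound dosing: single-point 20 µM compound, 1% DMSO; Times: overnight compound exposure at 37 °C.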
FAS TE block – inhibitors of human fatty acid synthase thioesterase domain; inhibition, % at 15 µM; actives 0.67% (n = 360,000); AID 602261; recombinant FAS-TE, OMFH fluorogenic substrate, fluorescence endpoint; P49327;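 active = compounds whose normalised, plate-corrected inhibition of enzyme fluorescence in the single-dose primary screen is 50% or more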;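 also: 0% = DMSO with enzyme and 100% = substrate without enzyme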
SKN-1 inh – inhibitors of C. elegans SKN-1; C. elegans VP596 Pgst-4::GFP/RFP ratio, acrylamide-induced, 24 h; inhibition, % at 21.8 µM; actives 0.49% (n = 360,000);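 active = interference check ratio from 0.5 to 1.5 plus GFP to RFP signal ratio inhibition reaching or exceeding a fixed threshold, cut at about 30% in these data, passing the limit was not always enough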; also: some compounds called inactive have numbers as strong as hits
MLLE-PAM2 inh – inhibitors of microRNA-mediated deadenylation, human PABP1 MLLE binding; P11940; GST-MLLE / FITC-PAM2 fluorescence polarization; inhibition, % at 20 µM; actives 0.36% (n = 360,000); in the data active = inhibition above about 35%, passing the limit was not always enough;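 also: plate controls were DMSO wells with GST-MLLE for no effect and wells lacking GST-MLLE protein for full effect; some results filed as inactive read as strong as hits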
CSN deneddyl inh – CSN deneddylation inhibition | Q92905 | Purified CSN, SCF-Nedd8-OG deneddylation, fluorescence polarization | inhibition, % at 12.5 µM | actives 0.38% (n = 360,000);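 active = pattern-corrected inhibition above about 35%, with an unprinted fluorescence ratio check between 0.5 and 1.5, limit read from the data, passing the limit was not always enough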;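 also: 0% = enzyme with substrate and 100% = substrate without enzyme; some results filed as inactive read as strong as hits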
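Material: purified human Csn5 enzyme expressed in HEK293T cells / Medium: Tris buffer pH 7.5, NaCl, DTT, Tween-20, trehalose, ovalbumin / Compound dosing: 12.5 µM single point / Schedule: 90 min incubation of compound, enzyme and substrate at room temperature / Signal: fluorescence polarization of the substrate / Control set: no-enzyme wells high, enzyme-with-substrate wells low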
Numbers without * were called inactive; i = inactive; / = no result given; + = active, no number. An unsorted share of the library; 3.9% or so of the library scored in one or more.

SMILES	Rpn11 inh	Neddylation inh	Rin1 Abl inh	NadD block	MT1-MMP act inh	FAS TE block	SKN-1 inh	MLLE-PAM2 inh	CSN deneddyl inh
COCN(C#N)c1nc(N(C)C)nc(N(C)C)n1	i	i	2	-6	4	-5	-1	-5	-7
O=C(COc1ccccc1C(=O)O)Nc1nc2ccc([N+](=O)[O-])cc2s1	i	i	2	3	-6	9	-11	-6	3
O=C(COC(=O)/C=C/c1cccc(Br)c1)NC1CC1	i	i	-1	-4	2	-6	4	-12	-5
CC(=O)NC12CC3CC(C1)CC(C(=O)Nc1c(C)n(C)n(-c4ccccc4)c1=O)(C3)C2	i	i	0	-4	0	-4	7	-5	1
O=Cc1ccc(OC(=O)c2cccnc2)cc1	i	i	-1	-3	-3	-6	1	9	5
Cc1ccc(CN2CCN(Cc3nc(C(C)C)cs3)CC2CCO)cc1 (centres undefined)	i	i	1	-8	2	-3	-5	-1	6
N#Cc1ccc(NC(=O)COC(=O)C2Cc3ccccc3CN2C(=O)c2ccccc2)cc1 (centres undefined)	i	i	3	-5	-14	16	22	-15	-1
O=C(CSc1nc2ccsc2c(=O)n1-c1ccccc1)N1CCCC1	i	i	-1	-4	6	-2	0	-11	7
CCOc1ccc(C(=O)NCc2ccco2)cc1OC	i	i	1	10	-7	-4	7	2	2
CCCOC(=O)c1ccc(OCC(O)CN2C(=O)NC(C)(C)C2=O)cc1 (centres undefined)	i	i	1	6	-3	-4	0	-6	-2
O/N=C\c1ccc2noc(-c3ccc(Cl)cc3)c2c1	i	i	-3	-5	-6	-7	4	3	2
CCCC(c1nnnn1Cc1cccs1)N1CCN(c2ccc(OC)cc2)CC1 (centres undefined)	i	i	4	1	0	22	-19	2	1
Cc1nc2ccc(NC(=O)c3nn(C(C)C)c(=O)c4ccccc34)cc2s1	i	i	2	-2	-2	3	12	-2	3
COc1ccc(CN(CC2CCC(C(=O)O)CC2)C(=S)Nc2cc(C)cc(C)c2)cc1 (centres undefined)	i	i	-1	4	2	-5	-14	-30	-5
COc1ccc(CC(=O)NNS(=O)(=O)c2ccccc2)cc1OC	i	i	4	-2	4	-3	4	0	-3
COc1cc(C(=O)N2CCN(c3cccc(Cl)c3)CC2)ccc1OCC(=O)N1CCOCC1	i	i	1	-5	-3	-11	-2	3	1
Cc1c(Cl)cccc1NC(=O)N1CCN(C(=O)c2ccco2)CC1	i	i	4	-5	-1	-9	-15	18	-3
COCCCNC(=O)C1CCC(CNS(=O)(=O)c2ccc(Cl)cc2)CC1 (centres undefined)	i	i	-4	0	0	-2	-3	15	1
CC(=O)Nc1ccc(N=Cc2ccc[nH]2)cc1	i	i	6	6	9	-5	-10	-18	1
O=C(Nc1c(Cl)cc2c(c1Cl)Cc1cc([N+](=O)[O-])ccc1-2)C(Cl)Cl	i	i	-3	21	-1	23	18	-16	2
CC1(C(=O)NS(=O)(=O)c2cccc(OC(F)F)c2)CCN1C(=O)CCc1cccs1 (centres undefined)	i	i	-2	-4	-3	-10	24	11	2
Cc1cc(Cl)ccc1C(=O)C1CCCN(C(=O)c2cscn2)C1 (centres undefined)	i	i	2	-5	1	-2	-9	-10	3
Cc1cc(Oc2ccccc2)nc(SCC(=O)Nc2ccc(Cl)c(Cl)c2)n1	i	i	-1	6	-7	35	-1	-1	4
COc1ccccc1C(=O)Nn1c(C2CCC2)nc2ccccc2c1=O	i	i	3	-5	-4	0	7	6	3
CC(=O)Nc1cccc(-c2ccnc3c2CC(C(=O)Nc2ccc(F)c(Cl)c2)O3)c1 (centres undefined)	i	i	0	6	6	10	-7	6	3
O=C(NCc1ccccc1)c1ccc(Br)o1	i	i	3	-5	0	-18	-6	4	5
CCC(=O)c1ccc(OCC(=O)OC(C)C(=O)N2CCc3ccccc32)cc1 (centres undefined)	i	i	0	-4	7	5	21	12	5
COc1ccccc1N1CCN(C(=O)CSc2nnc(NC(=O)c3ccco3)s2)CC1	i	i	3	-5	3	1	6	12	2
COc1ccc(C2CC(c3ccc(F)cc3)=NN2c2ccccc2)cc1OC (centres undefined)	+	/	2	-7	-11	22	12	-22	4
CC(=O)C1=C(O)C(=O)N(CCc2ccccc2)C1c1ccccc1[N+](=O)[O-] (centres undefined)	i	i	0	-1	-1	-12	3	4	2
COC(=O)c1cccc(CN2C(=O)SC(Nc3ccc(C)cc3)C2=O)c1 (centres undefined)	i	i	1	-9	-7	17	15	25	3
CCOC(=O)C1CCCN(C(=O)c2ccccc2OC(F)(F)F)CC1 (centres undefined)	i	i	0	2	3	-6	-3	-1	-3
Cc1ccc(S(=O)(=O)CC(=O)c2ccc(C(C)(C)C)cc2)cc1	i	i	2	1	1	9	-6	-12	-2
CCn1c(SCC(=O)NC(C)(C)C)nnc1-c1ccoc1C	i	i	2	-2	4	-8	-15	9	1
CCN(CC)C(=O)c1ccc2c3c(cccc13)C(=O)N(CCc1ccc(OC)c(OC)c1)C2=O	i	i	-2	-1	-1	5	0	7	-4
O=C1N2CCSC2=NC1(Nc1ccccn1)C(F)(F)F (centres undefined)	i	i	-5	6	-1	-4	11	29	5
CC1CCN(c2ccc(C(=O)O)cc2NS(=O)(=O)c2ccc(Br)cc2)CC1	i	i	3	5	6	11	-4	-2	3
Nc1nc(COc2ccccc2C=O)nc(Nc2ccccc2)n1	i	i	-1	29*	1	-1	-2	2	6
O=c1c2ccccc2nc(COc2ccccc2)n1/N=C/c1cc([N+](=O)[O-])ccc1O	i	i	-3	5	-1	13	5	-1	-2
O=C(c1cccs1)n1nc(-c2ccccc2)nc1NCc1ccc(F)cc1	i	i	6	-12	-4	21	19	6	-3
CC1(C)NS(=O)(=O)Oc2ccccc21	i	i	0	1	1	-6	7	2	-4
O=C(Cc1ccccc1)NC1CCCCC1	i	i	-2	-2	1	4	20	6	0
CC(=O)N1c2ccccc2[C@@H](C)[C@@H]1C	i	i	3	-5	5	-7	8	4	0
COc1ccccc1N1CCN(C(=O)N2CCOCC2)CC1	i	i	-4	6	-4	-6	-19	-8	-3
Cc1cccc(-c2noc(CCCOc3ccc(Cl)cc3Cl)n2)c1	i	i	3	7	1	29	11	-10	10
C=CCn1c(COc2ccccc2OC)nc2ccccc21	i	i	0	-3	2	-3	-5	-9	-3
CC(=O)Nc1cccc(/C(C)=N/NC(=O)c2ccc3c(c2)OCO3)c1	i	i	4	6	3	-5	6	21	-11
Cc1cc(C)n(C(N)=NC(=O)c2ccccc2)n1	i	i	3	-6	-4	0	9	6	-2
S=C(NCc1ccco1)Nc1ccccc1	i	i	4	-2	3	-2	-4	-19	-9
CCO[C@H]1OC(C(=O)NCc2nc3ccccc3[nH]2)=C[C@@H](c2ccc3c(c2)OCO3)[C@@H]1CCCO	i	i	4	-3	0	-6	25	-1	1
CC(=O)c1cccc(NC(=O)C(C)OC(=O)c2ccc3ncsc3c2)c1 (centres undefined)	i	i	2	-3	1	2	2	1	2
CN(C(=O)c1cccc(NC(=O)Cc2ccc(NC(=O)C3CCCN(C(=O)C4CCCCC4)C3)cc2)c1)C1CCCCC1 (centres undefined)	i	i	-4	7	0	0	-2	-2	2
Cc1cc(SCC(=O)N(CC(C)C)c2c(N)n(CC(C)C)c(=O)[nH]c2=O)nc2ccccc12	i	i	3	-3	8	-6	-10	38	3
CC(Oc1ccc(F)cc1)C(=O)Nc1cc(C(F)(F)F)ccc1-n1cncn1 (centres undefined)	i	i	2	0	-3	12	16	-5	-2
O=C(O)C(C(O)c1ccccc1)[n+]1ccccc1 (centres undefined)	i	i	2	-2	1	-8	4	-8	1
CCCCCc1cc(=O)oc2c(C(CCN3CCCC(C)C3)c3ccc(N(C)C)cc3)c(OC)cc(OC)c12 (centres undefined)	i	i	-1	17	-7	7	-9	7	3
COc1ccnc(CN(C)C(=O)C2CCC(=O)N(CCN(C)C)C2)c1 (centres undefined)	i	i	3	-1	1	-6	27	-8	-1
CCOc1ccc(Br)cc1C(=O)N/N=C/c1ccccn1	i	i	0	1	2	0	10	-3	3
CCCCNC(=S)N=Nc1c(O)n(Cc2ccccc2)c2ccccc12	i	i	1	0	9	28	10	11	-15
COc1ccc(N(C(=O)c2ccco2)C(C(=O)NC2CCCC2)c2ccc(N3CCOCC3)cc2)c(OC)c1 (centres undefined)	i	i	-1	1	0	8	-1	-2	5

Later entries
SMILES	Rpn11 inh	Neddylation inh	Rin1 Abl inh	NadD block	MT1-MMP act inh	FAS TE block	SKN-1 inh	MLLE-PAM2 inh	CSN deneddyl inh
CCOC(=O)CSc1ccc(C(=O)Nc2ccc(Cl)cc2)cn1	i	i	3	-3	-1	8	3	-6	1
Cc1c(C(=O)NCc2cccnc2)oc2ccccc12	i	i	-3	-4	7	-7	-12	-8	1
CCc1nnc(NC(=O)C2CCN(c3cnccn3)CC2)s1	i	i	-3	0	14	-4	-10	2	-3
Nc1nccnc1C(=O)OCC(=O)NC1CCCc2ccccc21 (centres undefined)	i	/	1	6	-7	-8	5	-25	2
CCCC(NC(=O)COc1cc2c(c3oc(=O)c(C)c(C)c13)CCC(C)(C)O2)C(=O)O (centres undefined)	i	/	2	0	8	2	-12	14	0
O=C1NCCCCC1NC1CC(=O)N(c2ccccc2)C1=O (centres undefined)	i	i	0	4	3	-6	-16	2	-1
Cc1ccc(C(=O)N/N=C/C=C/c2ccccc2)o1	i	i	-5	4	-1	-3	1	4	1
Cc1ccc(SC(C)c2nc(-c3ccccc3)no2)cc1 (centres undefined)	i	i	2	-3	2	23	7	4	2
O=C(C(=O)N(Cc1ccccc1)Cc1ccccc1)c1c(-c2ccccc2)[nH]c2ccccc12	i	i	-3	17	-31	27	12	-9	-3
CCOP(=O)(OCC)C(Nc1cccc(C)c1)c1ccc(F)cc1 (centres undefined)	i	i	-2	-6	-2	-12	14	-5	-16
COc1cc(C(=O)NCc2nnc(SCC(=O)N3CCCCC3)o2)cc(OC)c1OC	i	i	0	2	-1	-3	6	-1	1
COCCN(CC(=O)NCc1ccccc1)C(=O)CCC(=O)Nc1nccs1	i	i	0	-4	-2	-10	24	-3	3
